Salmonella PhoP GFP = inhibitors of PhoP regulon expression, primary screen, Salmonella Typhimurium, GFP reporter (AID 1863); S. Typhimurium PhoP-regulated promoter GFP reporter, 4 h; higher % means a stronger effect; inhibition, % at 50 µM; hits with a dose series show IC50 in µM; 300,000 compounds, 0.16% hits;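 active = inhibition over 29.93%, a cutoff 3 SD above the screen mean, later confirmed by dose response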;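 note: 0% = low Mg2+ inducing control and 100% = high Mg2+ repressing control; strong numbers were not always called active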
T cell modulator = modulates CD8 T cell binding to vesicles. 330,000 compounds, 0.068% hits. 2C CD8+ T cell-vesicle binding, flow cytometry; hits give low values. calls only at 7 µM;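 active = response, share of CD8 T cells binding vesicles, and their 90th percentile fluorescence all below set limits, cut at about 80% in these data, passing the limit was not always enough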
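System: murine 2C transgenic CD8+ T lymphocytes; also added: QL9-loaded Drosophila micro-vesicles; times: binding 1.5 h at 37 °C; measured by: flow cytometry, PE anti-B7-1 (FL2) versus Alexa647 anti-CD8 (FL8), PFA-fixed; control set: Peptide-free naked vesicles (low) and QL9 vesicles with 0.7% DMSO vehicle (high)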
Hep lipid drop = modulators of hepatic lipid droplet formation; AML12 mouse hepatocytes, oleate lipid droplets, BODIPY imaging; inhibition, % at 6.5 µM; 240,000 compounds, 0.4% hits; AID 1656;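 active = lipid droplet intensity inhibited by at least 50%, with more than 500 cells counted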
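Test system: AML12 mouse liver cells; schedule: overnight exposure; technique: high-content imaging of BODIPY-stained droplets and DAPI nuclei; read-out: % inhibition of corrected integrated BODIPY droplet signal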
Hep lipid drop cells 6.5 µM = second read-out of Hep lipid drop, no call of its own (marks repeat the call); cell count; measured here: cell count, cytotoxicity flag;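 cells counted across two imaged fields per well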
T cell modulator vesicle-bound % = also measured in T cell modulator; calls as there; double positive events, %; measured here: CD8+ vesicle-bound cell fraction;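 binding gate set so that unloaded-vesicle control wells show 10% double positive cells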
An asterisk follows results filed as active; i = inactive.

SMILES	Salmonella PhoP GFP	T cell modulator	T cell modulator vesicle-bound %	Hep lipid drop	Hep lipid drop cells 6.5 µM
Cc1ccc(CNC(=O)c2ccc(N3CCC4(CC3)CC(c3ccccc3)=NO4)c(NC(=O)c3ccc(Br)cc3)c2)cc1	7.3%	i	60.2	73.1*	785*
COc1ccc(CCC(=O)Nc2nccs2)cc1OC	-4.2%	i	25.5	7.0	843
O=c1cc(CN2CCN(Cc3ccc(F)cc3)C(CCO)C2)[nH]c2ccccc12 (stereo not drawn)	1.0%	i	8.6	-1.9	765
Cc1cc(C)cc(NC(=O)CCn2c(=S)[nH]c3ccccc3c2=O)c1	4.3%	i	38.0	-10.6	671
CCN(CC)CCNC(=O)c1ccc(NC(=O)Cc2ccsc2)cc1	-0.7%	i	67.3	19.4	689
CC(NC(=O)C(=O)N1CCCCC1)C(c1cccs1)N1CCN(c2ccc(F)cc2)CC1 (stereo not drawn)	-11.5%	i	9.8	-3.4	649
CCOC(=O)C1CCN(C(=O)CCNC(=O)c2ccccc2OC)CC1	-1.3%	i	18.5	23.3	683
COc1ccc(N2CCN(C3CCCN(Cc4cccc(C)c4)C3)CC2)cc1 (stereo not drawn)	-4.6%	i	63.0	0.8	859
COCCn1c(SCC(=O)Nc2ccccc2C(F)(F)F)nc2ccccc2c1=O	4.3%	i	23.0	1.2	860
Cc1cc(=O)oc2c3c(cc(OCC(=O)N4CCC[C@H]4C(=O)O)c12)OC(C)(C)CC3	-0.7%	i	38.2	-1.5	820
Cc1occc1C(=O)N1CCC2(CCCN(Cc3ccc(F)c(F)c3)C2)C1 (stereo not drawn)	4.0%	i	35.8	-27.2	862
CSc1ncccc1C(=O)N1CCN(S(=O)(=O)c2cc(C)ccc2C)CC1	1.4%	i	52.9	-24.1	779
Cc1cc(C)cc(Oc2c(C(F)(F)F)oc3cc(OCC(=O)O)ccc3c2=O)c1	10.0%	i	18.1	-19.5	666
CC(=O)NC(Cc1cc(C)ccc1C)C(=O)N1CCN(C(=O)c2ccc([N+](=O)[O-])cc2)CC1 (stereo not drawn)	8.1%	i	57.2	-8.0	848
Cc1ccc(NC(=O)C2CCN(c3ncnc4c3nc3n4CCCCC3)CC2)nc1	-6.5%	i	32.4	-0.3	722
COc1ccc(CC(=O)NCC(=O)N/N=C/c2c[nH]c3ccccc23)cc1	3.1%	i	70.7	-3.4	771
COCc1c(C(=O)N/N=C(/C)c2ccc(OCc3ccccc3)cc2)nnn1-c1nonc1N	1.5%	i	24.7	25.1	747
Cc1ccc(OCC(=O)NCCNC(=O)COc2ccc(C)cc2)cc1	10.4%	i	35.4	-2.6	692
COc1ccc(Cl)cc1S(=O)(=O)N1CCC(C(=O)NCc2ccco2)CC1	-1.0%	i	20.5	-7.6	807
CCCCn1c(C2CCCCC2)nc2cc3[nH]c(=O)c(C(C)C)nc3cc21	-7.6%	i	24.3	4.8	816
COc1ccc(-c2csc3ncnc(N4CCN(c5ccccc5[N+](=O)[O-])CC4)c23)cc1	2.0%	i	25.0	-1.2	817
CS(=O)(=O)N1N=C(c2ccco2)CC1c1ccco1 (stereo not drawn)	-4.7%	i	61.3	-0.4	805
Cc1ccc(NS(=O)(=O)c2c(C)[nH]c(=O)[nH]c2=O)c(C)c1	1.9%	i	32.4	7.2	815
CC(C)(C)c1cc(C(=O)N/N=C/c2cc3c(cc2Br)OCO3)n[nH]1	3.1%	i	3.6	-1.3	692
COC1CCN(Cc2c(C(=O)N3CCc4ccccc4C3)nc3ccc(Cl)cn23)CC1	-1.9%	i	12.3	-26.6	776
Remaining list, next part
SMILES	Salmonella PhoP GFP	T cell modulator	T cell modulator vesicle-bound %	Hep lipid drop	Hep lipid drop cells 6.5 µM
COc1cc2c(cc1OC)CN(CC(=O)Nc1ccc(C)c(S(=O)(=O)N3CCOCC3)c1)CC2	-8.7%	i	0.8	26.5	720
COc1ccc(CCNC(=O)c2ccc(CS(=O)Cc3ccc(C)cc3)o2)cc1OC (stereo not drawn)	2.6%	i	8.2	1.4	778
COc1cccc(C(=O)COC(=O)C2CC(=O)N(c3ccc(Oc4ccccc4OC)cc3)C2)c1 (stereo not drawn)	-1.4%	i	9.3	-7.3	702
COc1ccc(OC(C)C(=O)N(C)Cc2nc(-c3cccc(C)c3)no2)cc1 (stereo not drawn)	-2.8%	i	27.2	-9.9	776
Cc1ccc(C(=O)NNC(=O)CSc2nnc(C3CC3)n2C)cc1	10.5%	i	40.5	9.6	822
CC1CN(c2sc(S(C)(=O)=O)nc2S(=O)(=O)c2ccc(Cl)cc2)CC(C)O1 (stereo not drawn)	-2.4%	i	31.9	-3.7	699
Cc1cc(C)cc(-n2ncc3c2CCCC3NC(=O)CCN2CCCC2=O)c1 (stereo not drawn)	-4.0%	i	6.2	22.7	655
CCOC(=O)C1=C(O)/C(=C/c2ccc(OCC(=O)Nc3ccc(C)cc3)cc2)N=C1C	1.9%	i	49.5	-15.1	626
O=C(CNC(=O)c1ccccc1F)N/N=C/c1ccc2c(c1)OCO2	12.6%	i	35.0	-5.8	759
COc1ccc(NC(=O)c2c(-c3c(Cl)cccc3Cl)noc2C)c(OC)c1	-0.8%	i	7.3	1.8	751
COc1cccc(CNc2nnnn2C)c1OC	4.8%	i	56.9	10.8	816
COc1ccc(CC(=O)NCc2ccccc2)cc1	-1.1%	i	50.9	13.8	884
O=C(O)[C@]1(S(=O)(=O)c2ccccc2)C[C@@H]2ON=C(c3cccc(Br)c3)[C@@H]2C1	6.0%	i	19.4	7.3	801
CC(C)(C)NC(=O)NC(=O)CN1c2cccc3cccc(c23)S1(=O)=O	-8.5%	i	29.6	-7.8	838
CCSc1nnc(SCC(=O)NNC(=O)c2ccccc2F)s1	1.1%	i	59.2	5.6	685
Cc1ccccc1N1CCN(C2CCCN(C(=O)c3noc4c3CCCC4)C2)CC1 (stereo not drawn)	0.5%	i	13.7	-16.7	644
CCOC(CCNC(=O)c1cc(-c2cccs2)nc2ccccc12)OCC	6.8%	i	50.7	-17.8	739
CCCS(=O)(=O)N1CCCC(C(=O)Oc2ccc(Cl)cc2)C1 (stereo not drawn)	-0.9%	i	53.8	-1.4	819
C=CCN(CC=C)C(=O)C1CCN(S(=O)(=O)c2ccc(-n3cnnn3)cc2)CC1	-1.1%	i	50.2	0.7	847
COc1ccc(N(CC(=O)N2CCN(C)CC2)S(=O)(=O)c2cc(C)ccc2OC)cc1Cl	-6.7%	i	64.3	-5.5	815
O=C(CCC(=O)N1CCN(Cc2ccc(F)cc2)CC1)Nc1nnc(C(F)(F)F)s1	-3.4%	i	11.8	-10.7	663
CCNC(=O)C1Cc2cc(S(=O)(=O)N3CCCC3)ccc2N1C(C)=O (stereo not drawn)	-11.0%	i	20.0	19.1	709
CC(C)c1ccc(S(=O)(=O)N2CCN(CC(=O)c3ccc(O)c(O)c3)CC2)cc1	15.6%	i	31.5	-1.4	666
CC(C(=O)NC1CCCCC1)N(Cc1ccc(F)cc1)C(=O)c1snc(C(N)=O)c1N (stereo not drawn)	-4.3%	i	52.7	0.0	805
Cc1ccc(C)c(C(C)NC(=O)C2CCCC2)c1 (stereo not drawn)	6.8%	i	51.3	-2.0	820

Part of the list above in order of count of non-hydrogen atoms, largest number first:
SMILES	Salmonella PhoP GFP	T cell modulator	T cell modulator vesicle-bound %	Hep lipid drop	Hep lipid drop cells 6.5 µM
COc1cc2c(cc1OC)CN(CC(=O)Nc1ccc(C)c(S(=O)(=O)N3CCOCC3)c1)CC2	-8.7%	i	0.8	26.5	720
Cc1ccccc1N1CCN(C2CCCN(C(=O)c3noc4c3CCCC4)C2)CC1 (stereo not drawn)	0.5%	i	13.7	-16.7	644
Cc1ccc(C)c(C(C)NC(=O)C2CCCC2)c1 (stereo not drawn)	6.8%	i	51.3	-2.0	820

As a working copy, part of the list above:
SMILES	Salmonella PhoP GFP	T cell modulator	T cell modulator vesicle-bound %	Hep lipid drop	Hep lipid drop cells 6.5 µM
Cc1cc(C)cc(-n2ncc3c2CCCC3NC(=O)CCN2CCCC2=O)c1 (stereo not drawn)	-4.0%	i	6.2	22.7	655
CCOC(=O)C1=C(O)/C(=C/c2ccc(OCC(=O)Nc3ccc(C)cc3)cc2)N=C1C	1.9%	i	49.5	-15.1	626
O=C(CNC(=O)c1ccccc1F)N/N=C/c1ccc2c(c1)OCO2	12.6%	i	35.0	-5.8	759
COc1ccc(NC(=O)c2c(-c3c(Cl)cccc3Cl)noc2C)c(OC)c1	-0.8%	i	7.3	1.8	751
COc1cccc(CNc2nnnn2C)c1OC	4.8%	i	56.9	10.8	816
COc1ccc(CC(=O)NCc2ccccc2)cc1	-1.1%	i	50.9	13.8	884
O=C(O)[C@]1(S(=O)(=O)c2ccccc2)C[C@@H]2ON=C(c3cccc(Br)c3)[C@@H]2C1	6.0%	i	19.4	7.3	801
CC(C)(C)NC(=O)NC(=O)CN1c2cccc3cccc(c23)S1(=O)=O	-8.5%	i	29.6	-7.8	838
CCSc1nnc(SCC(=O)NNC(=O)c2ccccc2F)s1	1.1%	i	59.2	5.6	685
Cc1ccccc1N1CCN(C2CCCN(C(=O)c3noc4c3CCCC4)C2)CC1 (stereo not drawn)	0.5%	i	13.7	-16.7	644
CCOC(CCNC(=O)c1cc(-c2cccs2)nc2ccccc12)OCC	6.8%	i	50.7	-17.8	739
CCCS(=O)(=O)N1CCCC(C(=O)Oc2ccc(Cl)cc2)C1 (stereo not drawn)	-0.9%	i	53.8	-1.4	819
C=CCN(CC=C)C(=O)C1CCN(S(=O)(=O)c2ccc(-n3cnnn3)cc2)CC1	-1.1%	i	50.2	0.7	847
COc1ccc(N(CC(=O)N2CCN(C)CC2)S(=O)(=O)c2cc(C)ccc2OC)cc1Cl	-6.7%	i	64.3	-5.5	815
O=C(CCC(=O)N1CCN(Cc2ccc(F)cc2)CC1)Nc1nnc(C(F)(F)F)s1	-3.4%	i	11.8	-10.7	663
CCNC(=O)C1Cc2cc(S(=O)(=O)N3CCCC3)ccc2N1C(C)=O (stereo not drawn)	-11.0%	i	20.0	19.1	709
CC(C)c1ccc(S(=O)(=O)N2CCN(CC(=O)c3ccc(O)c(O)c3)CC2)cc1	15.6%	i	31.5	-1.4	666
CC(C(=O)NC1CCCCC1)N(Cc1ccc(F)cc1)C(=O)c1snc(C(N)=O)c1N (stereo not drawn)	-4.3%	i	52.7	0.0	805
Cc1ccc(C)c(C(C)NC(=O)C2CCCC2)c1 (stereo not drawn)	6.8%	i	51.3	-2.0	820

The list goes on.
SMILES	Salmonella PhoP GFP	T cell modulator	T cell modulator vesicle-bound %	Hep lipid drop	Hep lipid drop cells 6.5 µM
Cc1ccc(CNS(=O)(=O)c2cc(F)ccc2CN2C(=O)c3cccnc3C2=O)o1	-29.3%	i	11.6	-7.8	734
Cc1nc2nc(NC(=O)c3ccco3)[nH]n2c(=O)c1C	-6.5%	i	10.7	-7.0	701
COCCNC(=O)CN(Cc1ccccc1)C(=O)CCC(=O)Nc1nccs1	-6.7%	i	11.7	3.8	702
CC(=O)N1N=C(c2ccco2)CC1c1ccc(Cl)o1 (stereo not drawn)	-6.9%	i	28.9	-1.6	754
Cc1ccc(O)c(/C=N/NC(=O)CN2CCCC2)c1	-1.3%	i	52.4	1.7	805
COc1ccc2[nH]cc(CCNC(=O)Cc3c(F)cccc3Cl)c2c1	-25.2%	i	11.2	6.6	839
Cc1cc(C)nc(N2CCCC(C(=O)Nc3ccc(F)cc3)C2)n1 (stereo not drawn)	8.3%	i	42.7	18.1	819
Cc1ccc(NC(=O)C2CCCN(S(=O)(=O)c3ccc4[nH]c(=O)ccc4c3)C2)nc1 (stereo not drawn)	-2.5%	i	22.1	9.6	729
CC(NS(=O)(=O)c1ccc(OCC(=O)NCc2ccccn2)cc1)c1ccccc1 (stereo not drawn)	0.2%	i	20.3	-1.3	816
CN(C)S(=O)(=O)n1cc(/C=C(\NC(=O)c2ccccc2Cl)C(=O)N2CCCC2)c2ccccc21	-1.2%	i	28.7	-12.7	727
CCOC(=O)C[n+]1ccc2c([nH]c3ccccc32)c1C	-5.8%	i	65.1	10.1	793
Cc1cccc(N2CCN(C(=O)c3ccc(Cl)c(NC4=NC5CS(=O)(=O)CC5S4)c3)CC2C)c1 (stereo not drawn)	-6.0%	i	26.7	-0.3	677
O=C(CCCC(=O)N(c1ccc(F)cc1)C(C(=O)NC1CCCC1)c1ccc(O)cc1)Nc1ccccn1 (stereo not drawn)	7.9%	i	51.8	-3.1	834
CCOC(=O)CSc1nc2ccc(C)cc2n2cnnc12	4.9%	i	59.3	-9.1	794
C/C(=N\NC(=O)c1ccoc1C)c1ccccc1O	0.1%	i	16.1	1.3	701

Screening results (PubChem BioAssay)

These rows are one share of the data. The share of hits here may be higher or lower than overall.
